SIRT5 block – blocks human SIRT5 desuccinylation of peptide. Q9NXA8. Purified SirT5, succinyl-peptide AMC, trypsin-coupled fluorescence. inhibition, % at 15 µM. actives 1.1% (n = 330,000). AID 652115; in the data active = inhibition above about 15%; inconclusive = no clear call, values can overlap the other calls
Target sequence (Q9NXA8 whole entry, looked up): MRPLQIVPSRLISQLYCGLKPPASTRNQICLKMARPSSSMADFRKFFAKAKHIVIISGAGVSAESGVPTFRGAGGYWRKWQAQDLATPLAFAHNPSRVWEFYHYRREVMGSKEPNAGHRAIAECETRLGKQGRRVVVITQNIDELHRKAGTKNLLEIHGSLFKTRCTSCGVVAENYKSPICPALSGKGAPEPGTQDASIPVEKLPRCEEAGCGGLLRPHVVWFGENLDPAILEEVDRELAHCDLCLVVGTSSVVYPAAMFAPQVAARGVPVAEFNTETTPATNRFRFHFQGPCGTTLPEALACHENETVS
Cneo AK release – causes C. neoformans cell lysis | adenylate kinase release luminescence, 4 h; normalised: neutral wells 0, clomiphene wells 100 | lysis activity, % at 15 µM | actives 0.2% (n = 360,000) | AID 651654;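 active = mean lysis activity across replicates of at least 80%, whatever share of replicates individually reach that level; inactive = mean lysis activity below 80%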
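Assay system: C. neoformans cells. Amount: yeast cell density of 5 × 10^6 cells/mL. Technique: AK luminescence. Buffer or medium: YPD. Times: static 4 h at 37 °C with compound, 1 h detection. Dosing: single-point compound dose. Read-out: lysis from increased AK signal.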
Statin myotox sup – suppression of simvastatin myotoxicity; C2C12 myotubes + simvastatin, ATP luminescence, 48 h; scaled: DMSO 0, geranylgeraniol control 100; rescue of ATP level, % at 7.49 µM; actives 0.78% (n = 330,000); AID 602340;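 active = mean ATP rescue above about 67%, or every replicate alone reaching that limit, limit read from the data, passing the limit was not always enough; inconclusive = no clear call, values can overlap the other calls; inactive = mean under the limit and some replicate under it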;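 also: myotubes were challenged with 10 µM simvastatin during compound exposure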
miR-122 sensor – miR-122 inhibition in Huh7 cells. Huh7 miR-122 Renilla luciferase sensor, 48 h; neutral wells = 0, positive control = 100. activation (reporter increase), % at 12.5 µM. actives 0.3% (n = 340,000). AID 602342;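 active = mean replicate activation score at least 90 and every replicate individually at or above 90; inconclusive = only one of the two criteria met; inactive = neither criterion met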;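 also: higher luciferase means less miR-122 activity so hits act as miR-122 inhibitors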
ARNT TACC3 PPI – disrupts binding between human ARNT and TACC3. Q9Y6A5. AlphaScreen His-ARNT PAS-B/GST-TACC3 binding, luminescence; TACC3 fragment carries E629A point mutation. inhibition, % at 9.99 µM. actives 0.66% (n = 390,000);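 active = mean inhibition of replicates at least 50% and at least half of replicates each reaching 50%; inconclusive = half or more replicates reach 50% but mean below 50%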;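 also: 0% = complete ARNT plus TACC3 wells and 100% = ARNT alone without TACC3; many hits fall short of the cut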
ERp5 block – ERp5 (human) disulfide isomerase inhibition; ERp5 insulin aggregation, absorbance 650 nm, 90 min; actives 0.05% (n = 350,000); AID 651711; inhibition, % at 9.99 µM;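 active = mean replicate inhibition above about 25%, with every replicate also reaching it, limit read from the data, passing the limit was not always enough; inconclusive = only one of those two criteria met; inactive = neither criterion met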
Target sequence (Q15084 whole entry, looked up): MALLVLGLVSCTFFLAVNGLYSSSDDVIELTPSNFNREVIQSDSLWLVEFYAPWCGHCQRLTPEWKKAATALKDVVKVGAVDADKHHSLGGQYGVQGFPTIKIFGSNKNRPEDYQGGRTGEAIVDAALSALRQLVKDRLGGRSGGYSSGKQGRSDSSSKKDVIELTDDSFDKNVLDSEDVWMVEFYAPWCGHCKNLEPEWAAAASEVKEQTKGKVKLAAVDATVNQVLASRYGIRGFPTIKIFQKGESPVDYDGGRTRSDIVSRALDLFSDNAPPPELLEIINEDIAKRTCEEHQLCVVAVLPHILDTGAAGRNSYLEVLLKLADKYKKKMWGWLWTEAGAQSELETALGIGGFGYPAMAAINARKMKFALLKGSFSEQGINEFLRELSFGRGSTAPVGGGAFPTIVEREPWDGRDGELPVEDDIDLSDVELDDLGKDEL
esBAF inh – blocks esBAF chromatin remodeling in mouse ES cells; Bmi1-luciferase knock-in reporter, 24 h; 100% = twice the neutral-well signal; reporter increase, % at 12.5 µM; actives 2% (n = 350,000); in the data active = activation above about 40%; inconclusive = no clear call, values can overlap the other calls;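 also: 0% = median of the plate's neutral control wells and 100% = double that signal; a rise in the Bmi1 reporter signal indicates esBAF inhibition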
Numbers without * were called inactive; u = inconclusive; x = not tested or not shown; [ ] = dose if it differs, or a comment.

molecule,miR-122 sensor,Cneo AK release,ERp5 block,esBAF inh,ARNT TACC3 PPI,SIRT5 block,Statin myotox sup
N#Cc1c[nH]n2c(=O)cc(Cc3ccccc3)nc12,-6,4,x,-2,5,x,9
Cc1cc(OCC(=O)N(Cc2ccco2)C2CCS(=O)(=O)C2)ccc1Cl (stereo unspecified),-4,2,5,-5,x,5,-2
C[C@@H]1CN([C@@H](C)CO)C(=O)c2cccc(NC(=O)c3ccncc3)c2O[C@H]1CN(C)Cc1ccc(Cl)c(Cl)c1,3[16.7 µM],2,-2,7,-5,-1,-11
CCCC(=O)Nc1nnc(-c2ccccc2)o1,1,-4,0,-5,x,-3,-1
O=C(Nc1cccc(F)c1)c1cc(S(=O)(=O)N2CCOCC2)cs1,x,x,-3,x,5,-4,x
Cc1ccc(CCNC(=O)c2ccc3nc4ccccc4c(=O)n3c2)cc1,-5,-2,2,7,5,-1,u
Cc1ccc(S(=O)(=O)N(CC(=O)N2CCOCC2)CC(=O)N2CCOCC2)cc1,0,-5,x,-2,-4,x,-7
COc1cc(/C=C2\SC(=S)N(NC(=O)c3ccccc3O)C2=O)ccc1O,3,-2,2,0,19,13,-17
COc1ccc(OC)c(Nc2nc(-c3sc(NC(=O)CC(C)C)nc3C)cs2)c1,-6,0,-8,-12,x,-2,-86
O=C(CCC1CCCN(C(=O)CCC(F)(F)F)C1)NCc1ccc(F)c(F)c1 (stereo unspecified),-5,6,2,9,-7,2,6
COc1ccc(C(OC(=O)c2c(C)noc2C)C(=O)NC2CCCC2)cc1 (stereo unspecified),-9,-2,3,-16,7,-2,16
O=C(c1cccnc1)N1CCN(c2c(Cl)cccc2[N+](=O)[O-])CC1,1,0,x,-1,5,x,15
O=C(O)c1ccccc1C(=O)N1CCN(S(=O)(=O)c2cccc(C(F)(F)F)c2)CC1,-4,1,-4,-2,1,-4,2
O=C(COC(=O)c1cc(Br)ccc1O)NC1CCCCCC1,-4,0,-8,0,-9,-5,-16
CCC1=C(OC(=O)N(CC)CC)N2C(=O)OC(=NCC3CC3)[C@]2(C)[C@H]2C1=CC[C@H]1C(=O)N(C)C(=O)[C@H]12,-4,3,3,-10,0,-4,8
O=C(N[C@H]1CC[C@H](CC(=O)N2CCc3ccccc3C2)O[C@@H]1CO)C1CCC1,x,1,-1,-1,-30,0,0
O=C(NCCN1CCOCC1)C(=O)c1c[nH]c2ccccc12,1,-1,2,0,10,-1,-19
Cc1cc(C)c(C(=O)N2CCC(N3CCC(C(=O)NC(C)C)CC3)CC2)o1,-3,0,-3,4,26,0,-3
COc1ccc(NC(=O)COC(=O)c2cc(OC)c(OC)c(OC)c2)c([N+](=O)[O-])c1,1,-1,2,x,-1,-1,x
C[C@H](CO)N1C[C@H](C)[C@@H](CN(C)Cc2cccnc2)OCc2ccccc2-c2ccccc2C1=O,x,1,3,1,-8,3,-16

Rewritten with values under each structure: entries from further up.
Values run as follows: miR-122 sensor, Cneo AK release, ERp5 block, esBAF inh, ARNT TACC3 PPI, SIRT5 block, Statin myotox sup
> N#Cc1c[nH]n2c(=O)cc(Cc3ccccc3)nc12
  -6, 4, x, -2, 5, x, 9
> O=C(NCCN1CCOCC1)C(=O)c1c[nH]c2ccccc12
  1, -1, 2, 0, 10, -1, -19
> O=C(O)c1ccccc1C(=O)N1CCN(S(=O)(=O)c2cccc(C(F)(F)F)c2)CC1
  -4, 1, -4, -2, 1, -4, 2

(more compounds)
molecule,miR-122 sensor,Cneo AK release,ERp5 block,esBAF inh,ARNT TACC3 PPI,SIRT5 block,Statin myotox sup
COc1cccc(/C=N/NC(=O)c2cc3c(OC)cccc3[nH]2)c1O,-3,-4,4,x,-3,4,x
O=C(O)c1ccc(S(=O)(=O)Nc2cccc(CP(=O)(c3ccccc3)c3ccccc3)c2)cc1,-2,3,-2,x,-2,-3,x
O=C(NCCc1ccncc1)c1ccc2nc(Cc3cccc(Cl)c3)oc2c1,x,4,5,9,-2,3,3
C[C@@H]1CN([C@@H](C)CO)C(=O)Cc2cc(NC(=O)Nc3ccc(F)cc3)ccc2O[C@H]1CN(C)Cc1ccc(Cl)c(Cl)c1,-7[16.7 µM],-10,-2,0,15,7,3
COc1cc(/C=C2\SC(N3CCCCC3)=NC2=O)cc(OC)c1OC,x,x,3,-17,0,-3,-1
COc1cccc(OCC(O)CN2CCC(C)CC2)c1 (stereo unspecified),-4,2,x,-8,17,x,3
CC(C)C#Cc1ccc([C@H]2[C@@H](CO)N(C(=O)C3CC3)[C@H]2C#N)cc1,x,2,0,-2,1,0,-5
CCS(=O)(=O)N1CCC(C(=O)N2CCc3ccccc3C2)CC1,-5,0,x,0,14,x,-6
Cc1nc2c(OCCOc3ccc(F)cc3)cccn2c1N(C)C(=O)CCC1CCCC1,-10,1,-6,-8,x,-1,-74
Cc1ccc2nc(-c3cccc(NS(C)(=O)=O)c3)cc(-c3ccccc3)c2c1,x,x,2,x,19,2,x
Cc1cc2ccccc2n2c(SCC(=O)N3CCc4ccccc4C3)nnc12,-7,-2,x,-8,0,x,2
CCN(CC)CCNC(=O)C1c2ccccc2Oc2ccccc21,-7,0,2,4,-5,-5,1
COc1ccc(NC(=O)c2sc3nc(C)nc(N4CCN(c5ccccn5)CC4)c3c2C)cc1Cl,-3,6,-10,-3,3,-2,-28
CN(C)CCCNC(=O)/C(=C\C=C\c1ccccc1)NC(=O)c1ccc([N+](=O)[O-])cc1,x,x,5,x,11,9,x
COc1ccc(/C=C/C(=O)c2ccc([N+](=O)[O-])o2)cc1,-5,-2,2,-17,-4,x,8
CS(=O)(=O)N1CCCC(C(=O)N2CCc3ccccc3C2)C1 (stereo unspecified),4,1,x,2,7,x,5
O=C(NC1CCCCC1)N[C@H]1CC[C@@H](CCNS(=O)(=O)c2ccccc2)O[C@H]1CO,x,-2,4,1,-30,-1,0
C[C@H](CO)N1C[C@H](C)[C@@H](CN(C)Cc2ccc(Cl)c(Cl)c2)Oc2ccc(NS(=O)(=O)c3cccs3)cc2C1=O,11[16.7 µM],0,1,1,4,-1,34
CC(=O)c1cc2c(cc1NC(=O)Cn1nc(C)c(C)c(C#N)c1=O)OCO2,x,x,-1,x,-5,1,x
O=C(COc1ccc2ccc(=O)oc2c1)Nc1ccc(N2CCOCC2)cc1,-8,x,x,-3,6,x,-11

Next part
molecule,miR-122 sensor,Cneo AK release,ERp5 block,esBAF inh,ARNT TACC3 PPI,SIRT5 block,Statin myotox sup
CCOc1c(CNCCCSc2nc(C)cc(C)n2)cccc1OC,x,1,4,-1,-8,3,-21
Cc1ccc(-c2cnc(C(O)c3c(C)cccc3C)[nH]2)cc1 (stereo unspecified),12,-1,-1,2,x,x,3
COc1ccccc1CNC(=O)c1csc(Cc2ccc(Cl)cc2)n1,2,-3,x,3,-10,x,35
CCc1noc(C)c1C(=O)Nc1nc(-c2cc(C)ccc2C)c(C)s1,0,1,x,0,10,x,15
COCC(=O)N1[C@H](CO)[C@H]2c3ccccc3NC[C@H]21,7[16.7 µM],3,1,-3,-6,0,12
O=C(OCC(=O)N1CCCCCC1)c1n[nH]c(=O)c2ccccc12,0,0,x,-7,-3,x,3
O=C(NCC[C@@H]1CC[C@H](NC(=O)c2cnccn2)[C@H](CO)O1)c1ccc2c(c1)OCO2,x,-2,-3,5,0,5,3
COc1ccc(/C=N\NS(=O)(=O)c2ccc(C)cc2)cc1COc1ccccc1[N+](=O)[O-],0,-2,x,-4,5,x,3
CN(Cc1ccccc1)C(=O)c1cccc(NC(=O)Cc2ccc(NC(=O)C3CCN(C(=O)C4CC4)CC3)cc2)c1,-5,1,11,4,0,-5,6
O=C(c1ccccc1)N1CCOC12CCN(c1ncc(C(F)(F)F)cc1Cl)CC2,-3,-8,x,-9,-8,x,x
CC1(C)CC(=O)C2=C(C1)NC(=O)NC2c1ccccc1Cl (stereo unspecified),0,11,-3,-2,16,1,-7
CC1CCCCC12NC(=O)N(CC(=O)NCCc1c[nH]c3ccccc13)C2=O (stereo unspecified),-3,0,5,1,-1,-2,8
Cc1noc(C)c1S(=O)(=O)N(C)C[C@H]1Oc2ccc(NC(=O)C3CC3)cc2C(=O)N([C@H](C)CO)C[C@@H]1C,-1,-1,-3,-1,-5,21*,8
N#C[C@@H]1[C@@H](c2ccc(C3=CCCC3)cc2)[C@@H](CO)N1C(=O)C1CCCC1,x,1,8,-5,9,3,-6
O=C(NC1CCCC1)[C@@H]1CSC2c3ccccc3C(=O)N21 (stereo partly specified),x,x,4,x,-8,2,x
COc1ccc(S(=O)(=O)N(Cc2cccnc2)Cc2cc3ccccc3[nH]c2=O)cc1,0,-1,2,-1,3,-1,-17
CSc1ccccc1C(=O)C1CCCN(C(=O)NC(C)C)C1 (stereo unspecified),-2,2,3,-9,-3,6,0
COCCN(CCOC)S(=O)(=O)c1ccc(C(=O)Nc2c(C)n(C)n(-c3ccccc3)c2=O)cc1,-6,0,6,-2,-1,-7,2
CC(C)CN(C(=O)COC(=O)COc1ccc2c(c1)CCC2)c1c(N)n(Cc2ccccc2)c(=O)[nH]c1=O,x,x,3,x,-6,-3,x
C=C1CCC2[C@](C)(CO[C@@H]3O[C@H](CO)[C@@H](O)[C@H](O)[C@H]3O)CCC[C@@]2(C)[C@@H]1CCC1=CCOC1=O (stereo partly specified),2,-1,3,-2,0,3,2

New compounds follow.
molecule,miR-122 sensor,Cneo AK release,ERp5 block,esBAF inh,ARNT TACC3 PPI,SIRT5 block,Statin myotox sup
NC(=O)C1CCN(C(=O)c2ccc(NS(=O)(=O)c3ccc(F)c(F)c3)cc2)CC1,-3,0,7,-6,1,-1,3
COc1ccccc1NC(=O)N[C@H]1CC[C@H](CC(=O)N2CCC(Cc3ccccc3)CC2)O[C@H]1CO,x,2,0,9,3,2,-1
O=C(Nc1ccc(N2CCOCC2)c(Cl)c1)c1ccc(-n2cnnc2)cc1Cl,-8,2,-5,x,-46,-6,x
CCC(=O)NC[C@@H]1[C@H](c2ccc(C3=CCCC3)cc2)[C@H](CO)N1C(C)=O,-25[16.7 µM],4,-1,2,5,4,6
C[C@H]1CCCCO[C@H](CN(C)S(=O)(=O)c2ccc(Cl)cc2)[C@@H](C)CN([C@@H](C)CO)C(=O)c2cc(NC(=O)CCC(F)(F)F)ccc2O1,0[16.7 µM],2,1,-1,3,9,x
CSc1nnc(Cn2c(=O)sc3ccccc32)n1C,4,2,16,2,x,0,-1
CCOC(=O)C(C)n1cnc2c1c(=O)[nH]c(=O)n2C (stereo unspecified),-4,-4,x,-7,17,x,0
Cc1ccccc1-c1nc(CN2CCC(C(=O)NCCN3CCOCC3)CC2)c(C)o1,x,x,2,x,3,-1,x

High-throughput results: PubChem BioAssay, Broad Institute
